# Bioassay records as filed in PubChem.
# sPLA2-III inh = human group III sPLA2 inhibitors, primary screen, biochemical, QFRET, BODIPY PC-A2 liposome substrate. Group 3 secretory phospholipase A2 (Homo sapiens), Q9NZ20. 370,000 tested, 0.56% active. inhibition, % at 12.2 µM. QFRET BODIPY PC-A2 liposome hydrolysis, fluorescence;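 active = inhibition above mean plus 3 SD of compounds lying within the high and low control bounds, cut at about 19% in these data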;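 note: 0% = median of test compound wells and 100% = no enzyme DMSO wells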
# DDE Tn7 FP inh = inhibitors of Tn7 peptide binding to fibrin DD(E), primary screen, biochemical, fluorescence polarization, human fibrin, Tn7 probe | Fibrinogen beta chain (Homo sapiens), P02675 | FP displacement of FITC-Tn7 peptide from fibrin DD(E); 0% = median of compound wells per plate | inhibition, % at 8.3 µM | 370,000 tested, 0.13% active | AID 720508, 2013;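 active = inhibition above the mean of compounds falling within the control limits plus 3 SD of them, cut at about 14% in these data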;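 note: 0% = plate median of compound wells and 100% = 10 µM Aha-Tn7 peptide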
# Target sequence (P02675 whole entry, looked up): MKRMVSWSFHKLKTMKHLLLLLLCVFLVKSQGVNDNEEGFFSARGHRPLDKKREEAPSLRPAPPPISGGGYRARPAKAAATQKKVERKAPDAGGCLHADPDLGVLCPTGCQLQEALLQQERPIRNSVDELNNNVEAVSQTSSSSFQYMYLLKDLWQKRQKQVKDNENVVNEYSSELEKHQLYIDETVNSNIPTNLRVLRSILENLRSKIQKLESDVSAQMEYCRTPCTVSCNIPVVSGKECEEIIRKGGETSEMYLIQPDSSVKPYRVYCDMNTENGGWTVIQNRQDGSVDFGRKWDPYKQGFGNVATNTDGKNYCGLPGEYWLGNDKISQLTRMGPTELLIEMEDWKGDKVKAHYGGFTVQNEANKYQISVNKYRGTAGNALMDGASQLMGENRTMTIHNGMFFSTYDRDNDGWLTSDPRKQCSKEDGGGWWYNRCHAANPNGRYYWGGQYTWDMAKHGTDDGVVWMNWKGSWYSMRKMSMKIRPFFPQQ
#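 assay system = human clot-derived fibrin DD(E) complex | quantity = Fibrin-DD(E) at 2 µM final | timing = 10 min preincubation, 3 h with tracer, room temperature | signal = fluorescence polarization | measure = percent inhibition | benchmarks = high control wells with 10 µM unlabelled Aha-Tn7 peptide (full inhibition) | replicates = singlicate testing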
# PLCg1 inh = PLC-gamma1 enzyme inhibitors, primary screen, biochemical, fluorescence, purified enzyme. 1-phosphatidylinositol 4,5-bisphosphate phosphodiesterase gamma-1 (Homo sapiens), P19174. fluorogenic substrate. inhibition, % at 12.2 µM. 370,000 tested, 0.84% active. AID 720700, 2013; in the data active = inhibition above about 9.5%
# ARFGAP1 inhibitor = inhibitors of rat ARFGAP1 GAP activity, primary screen, biochemical, fluorescence polarization, GDP tracer; 360,000 tested, 0.26% active; AID 651572, 2012; ADP-ribosylation factor GTPase-activating protein 1 (Rattus norvegicus), Q62848; Arfgap1-stimulated ARF1 GTP hydrolysis, GDP FP detection; inhibition, % at 16.5 µM;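 active = inhibition above a per-plate limit, mean inhibition of low control wells plus 3 SD, cut at about 25% in these data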;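 note: 0% = DMSO wells with enzyme and 100% = wells lacking Arfgap1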
# Target sequence (Q62848 1-136 limits assumed): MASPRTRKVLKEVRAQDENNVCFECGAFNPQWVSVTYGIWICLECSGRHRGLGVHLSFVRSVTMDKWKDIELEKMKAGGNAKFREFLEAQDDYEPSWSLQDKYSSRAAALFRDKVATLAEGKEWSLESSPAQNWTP
#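 Material – truncated rat Arfgap1 GAP domain · Buffer or medium – HEPES-based buffer, pH 7.5 · Reagent – human ARF1(Δ1-17)-GTP substrate · Dosing – 16.5 µM single point, 1.26% DMSO · Schedule – GTP hydrolysis reaction 2 h at 25 °C · Technique – GDP detection by fluorescence polarization · Benchmarks – No-Arfgap1 wells (100%) versus DMSO full-reaction wells (0%) · Repeats – single replicate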
# UHRF1 binding = UHRF1 methylated DNA binding inhibitors, primary screen, counter-screen for MBD2 inhibitor project, biochemical, TR-FRET, human UHRF1, single concentration; 370,000 tested, 0.75% active; inhibition, % at 4.4 µM; AID 687016, 2013; UHRF1 binding to methylated oligo; in the data active = inhibition above about 21%;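 note: UHRF1 SRA domain binding a hemimethylated CpG hairpin DNA probe; 0% = median of test compound wells and 100% = reference inhibitor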
# ASAP1 inh = inhibitors of human ASAP1 ArfGAP activity, primary screen, biochemical, fluorescence polarization. inhibition, % at 16.5 µM. Arf-GAP with SH3 domain, ANK repeat and PH domain-containing protein 1 (Homo sapiens), …. AID 624377, 2012. 360,000 tested, 0.19% active. ASAP1-stimulated ARF1 GTP hydrolysis, GDP FP detection; in the data active = inhibition above about 25%;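 note: 0% = vehicle with enzyme and substrate and 100% = no enzyme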
# Target sequence (Q9ULH1 325-724 limits assumed): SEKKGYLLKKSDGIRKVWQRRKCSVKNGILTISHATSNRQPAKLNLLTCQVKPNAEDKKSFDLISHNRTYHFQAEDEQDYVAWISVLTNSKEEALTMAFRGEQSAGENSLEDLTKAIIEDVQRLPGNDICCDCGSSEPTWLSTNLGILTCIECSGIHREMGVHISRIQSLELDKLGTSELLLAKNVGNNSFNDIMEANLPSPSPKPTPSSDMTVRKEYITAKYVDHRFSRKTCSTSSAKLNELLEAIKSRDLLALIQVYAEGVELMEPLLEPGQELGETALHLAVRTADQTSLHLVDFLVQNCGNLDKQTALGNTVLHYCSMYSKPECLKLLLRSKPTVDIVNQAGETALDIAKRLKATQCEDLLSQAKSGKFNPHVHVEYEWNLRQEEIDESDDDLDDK
# PLC-beta3 inh = human PLC-beta3 inhibitors, primary screen, biochemical, fluorescence | 1-phosphatidylinositol 4,5-bisphosphate phosphodiesterase beta-3 (Homo sapiens), Q01970 | Purified PLC-beta3, fluorogenic substrate | inhibition, % at 12.2 µM | 370,000 tested, 0.18% active; in the data active = inhibition above about 11%;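 note: 0% = median of compound wells on plate and 100% = full blocker control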
# DDE Tn6 FP inh = inhibitors of Tn6 peptide binding to fibrin DD(E), primary screen, biochemical, fluorescence polarization, human fibrin, Tn6 probe; inhibition, % at 8.3 µM; 370,000 tested, 0.21% active; Fibrinogen beta chain (Homo sapiens), P02675; Fibrin DD(E) TRITC-Tn6 fluorescence polarization displacement;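 active = inhibition above a per-campaign cutoff: mean of compounds within control limits plus 3 SD, cut at about 15% in these data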;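 note: 0% = median of all compound wells on the plate and 100% = blocking peptide control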
# Rev-erbA mod = modulators of Rev-erb alpha DNA binding, primary screen, biochemical, FITC-DNA, fluorescence polarization, uHTS; 370,000 tested, 0.79% active; Rev-erbα–FITC-DNA binding, 90 min; Nuclear receptor subfamily 1 group D member 1 (Homo sapiens), P20393; activity, % at 10 µM;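 active = activity above about 14%, limit read from the data; passing the limit was not always enough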;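 note: 0% = DMSO wells with 35 nM protein and 100% = DMSO wells with 750 nM protein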
# proKLK7 act = proKLK7 zymogen activators, primary screen, biochemical, fluorescence intensity | AID 652039, 2013 | 370,000 tested, 0.9% active | activation, % at 7 µM | Kallikrein-7 (Homo sapiens), P49862 | purified proKLK7, EDANS-DABCYL substrate fluorescence; 100% is mature enzyme control, 0% vehicle;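 active = activation above the mean of all tested compounds plus 3 SD, computed per campaign excluding outliers beyond control limits, cut at about 13% in these data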
# The depositor's hits bear a star; · = no result given. Outcome played no part in choosing rows. Share with any hit: about 4.5%.
structure	sPLA2-III inh	DDE Tn7 FP inh	PLCg1 inh	ARFGAP1 inhibitor	UHRF1 binding	ASAP1 inh	PLC-beta3 inh	DDE Tn6 FP inh	Rev-erbA mod	proKLK7 act
Cc1ccc(C(=O)OCC(=O)c2ccc[nH]2)s1	-1	1	-1	-11	2	3	0	7	5	-0.1
Cc1ccc(C2c3c(n[nH]c3C)C(=O)N2c2ccccc2)cc1 (stereo unspecified)	-11	1	1	-5	0	-1	3	-2	6	-0.5
CCOc1ccc(OCC)c(NC(=O)C2CCN(S(=O)(=O)c3ccc4c(c3)CC(C)N4C(C)=O)CC2)c1 (stereo unspecified)	-5	-2	0	3	0	-11	-8	-2	4	0.7
CC(C)Cn1c(=O)oc2ccccc21	-1	5	0	7	-1	-13	2	2	-2	0.5
COc1cc(/C=C(\NC(C)=O)C(=O)O)cc(OC)c1OC	2	-6	3	0	4	7	-4	13	-2	0.7
CC(C)c1[nH]nc2c1C(c1ccc(OC(=O)c3ccco3)cc1)C(C#N)=C(N)O2 (stereo unspecified)	-6	0	-1	-7	-4	-13	-1	0	5	-0.2
COc1ccc(CNc2nc(-c3cccnc3)nn2S(C)(=O)=O)cc1	2	-2	5	-3	1	-12	3	-8	-2	-0.1
O=C1N(Cc2ccccc2)c2ccc(Br)cc2[C@]12C[C@H](O)CO2	-6	-1	0	-4	3	8	5	2	0	0.0
Cc1ccc(CC(=O)NCC(C)C)cc1	-3	1	-2	-8	-1	-13	0	3	-2	0.5
Cc1ccc(S(=O)(=O)N(C)C)cc1NC(=O)c1cc(=O)[nH]c2ccccc12	-9	-3	-28	-4	1	5	-44	-8	-7	1.3
CCCc1cc(=O)oc2c(C)c(OCC(=O)N3CCC(C(=O)O)CC3)ccc12	1	8	-17	2	1	14	-19	1	9	0.1
COc1ccc(Nc2ccccc2N)cc1	-2	-3	-22	-1	9	8	-41	-11	0	0.8

# Further results
structure	sPLA2-III inh	DDE Tn7 FP inh	PLCg1 inh	ARFGAP1 inhibitor	UHRF1 binding	ASAP1 inh	PLC-beta3 inh	DDE Tn6 FP inh	Rev-erbA mod	proKLK7 act
COc1cccc2cc(CC(=O)c3ccc(C)c(C)c3)c(=O)oc12	-25	2	-3	-7	1	-6	-8	5	-5	0.4
COC(=O)c1sccc1NC(=S)NCc1ccc(Cl)cc1	-1	2	-5	-8	-4	6	-12	12	1	0.3
N#C/C(=N\Nc1ccc(Cl)cc1)C(=O)c1ccccc1	-47	-3	-2	6	-2	7	-7	1	1	0.1
CN(CC1CCCO1)S(=O)(=O)c1ccc(C(=O)Nc2ccc(F)cc2)cc1 (stereo unspecified)	-1	-2	2	-2	0	1	-3	8	-2	-0.4
CS(=O)(=O)N(CC(=O)NC1CCCCC1)c1cccc(F)c1	2	-3	2	-15	1	14	5	2	3	-0.5
CC(=O)c1cc(O)c2ccccc2c1O	-4	6	-57	-10	-7	-12	-76	-2	3	1.2
CSc1cccc(NC(=S)NN/C(=N/S(=O)(=O)c2ccccc2)N2CCCC2)c1	-8	-3	-1	-8	-2	-5	-1	-1	-7	0.6
NC(=O)/C(=C\c1ccncc1)c1cccc2ccccc12	3	1	-4	1	-2	1	-17	-3	3	0.6
COc1ccc(C(=O)N2C=Cc3ccccc3C2C(N)=O)cc1 (stereo unspecified)	9	0	3	2	2	-6	-4	-7	-1	-0.3
CCCCN1CC(=O)N2[C@H]3c4cc(OC)ccc4OC[C@@H]3[C@H](C(=O)OCC)[C@]2(C)C1=O	6	6	-13	-10	-1	-3	-18	-1	-3	0.6
c1ccc(Oc2ccc(-c3ccnc4ncnn34)cc2)cc1	3	-7	-39	-6	-2	-11	-56	-3	-2	-0.2
O=Cc1cn(Cc2ccccc2)nc1-c1cccnc1	1	-6	0	5	0	9	-7	5	5	0.3

# Compounds listed so far with a Cl atom (two):
structure	sPLA2-III inh	DDE Tn7 FP inh	PLCg1 inh	ARFGAP1 inhibitor	UHRF1 binding	ASAP1 inh	PLC-beta3 inh	DDE Tn6 FP inh	Rev-erbA mod	proKLK7 act
COC(=O)c1sccc1NC(=S)NCc1ccc(Cl)cc1	-1	2	-5	-8	-4	6	-12	12	1	0.3
N#C/C(=N\Nc1ccc(Cl)cc1)C(=O)c1ccccc1	-47	-3	-2	6	-2	7	-7	1	1	0.1

# (listing goes on)
structure	sPLA2-III inh	DDE Tn7 FP inh	PLCg1 inh	ARFGAP1 inhibitor	UHRF1 binding	ASAP1 inh	PLC-beta3 inh	DDE Tn6 FP inh	Rev-erbA mod	proKLK7 act
COc1ccccc1C(=O)Nc1nnc(C)s1	3	4	1	-10	8	-3	3	0	-4	-0.1
CC[C@]12c3[nH]c4ccc(Cl)cc4c3CCN1C(=O)[C@@H](CC(=O)NC/C=C(\C)CCC=C(C)C)C[C@@H]2C(=O)N1CCN(C(=O)C2CC2)CC1	-37	-3	1	0	0	-4	0	0	1	0.3
CC(=O)COC(=O)C1=NN(c2ccccc2)C(=O)CC1	0	-2	0	-15	-3	-15	-4	3	4	0.2
CCCCc1cc2c(c(NC(=O)CC)n1)c(=O)oc1ccccc12	-1	-4	-5	6	1	2	-18	-7	6	0.2
COc1ccc(-c2cc(C(F)(F)F)nc(N)n2)cc1	-1	8	-53	9	-2	-10	-80	15	4	-9.4
CCOC(=O)N1CCN(C(=O)c2cc3c(-c4ccc(Cl)cc4)nn(C)c3s2)CC1	7	7	-2	5	1	2	-31	3	-8	0.2
CC1CCN(CCCCOc2cccc(Br)c2)CC1	3	-1	2	17	3	4	1	-3	1	-0.6
O=C(O)C/C(=C\c1cc(Cl)c2c(c1)OCO2)c1nc2ccccc2s1	-13	-3	-54	-3	-1	-16	-93	3	-2	0.6
C=CCN(CC=C)C(=S)Nc1ccc2nsnc2c1	9	-1	-269	32*	12	22	-249	-1	1	3.6
Cc1onc(-c2ccccc2)c1-c1nc2cc(Cl)ccc2c(=O)o1	-10	-6	-12	-8	0	11	-21	0	-1	-0.4
CSc1ccc(/C=N/NC(=O)CNc2cccc3ccccc23)cc1	-11	-6	-53	-3	-6	-10	-68	1	8	11
Fc1ccc(NC(=S)SCc2ccc3c(c2)OCO3)cc1F	1	-8	0	7	0	-1	1	-1	-4	0.1

# By substructure: the compounds so far with an NH in an aromatic ring (five)
structure	sPLA2-III inh	DDE Tn7 FP inh	PLCg1 inh	ARFGAP1 inhibitor	UHRF1 binding	ASAP1 inh	PLC-beta3 inh	DDE Tn6 FP inh	Rev-erbA mod	proKLK7 act
Cc1ccc(C(=O)OCC(=O)c2ccc[nH]2)s1	-1	1	-1	-11	2	3	0	7	5	-0.1
Cc1ccc(C2c3c(n[nH]c3C)C(=O)N2c2ccccc2)cc1 (stereo unspecified)	-11	1	1	-5	0	-1	3	-2	6	-0.5
CC(C)c1[nH]nc2c1C(c1ccc(OC(=O)c3ccco3)cc1)C(C#N)=C(N)O2 (stereo unspecified)	-6	0	-1	-7	-4	-13	-1	0	5	-0.2
Cc1ccc(S(=O)(=O)N(C)C)cc1NC(=O)c1cc(=O)[nH]c2ccccc12	-9	-3	-28	-4	1	5	-44	-8	-7	1.3
CC[C@]12c3[nH]c4ccc(Cl)cc4c3CCN1C(=O)[C@@H](CC(=O)NC/C=C(\C)CCC=C(C)C)C[C@@H]2C(=O)N1CCN(C(=O)C2CC2)CC1	-37	-3	1	0	0	-4	0	0	1	0.3

# (cont.)
structure	sPLA2-III inh	DDE Tn7 FP inh	PLCg1 inh	ARFGAP1 inhibitor	UHRF1 binding	ASAP1 inh	PLC-beta3 inh	DDE Tn6 FP inh	Rev-erbA mod	proKLK7 act
CCOC(=O)c1c(-c2cc(OC)c(OC)c(OC)c2)csc1NC(=O)c1ccccc1	4	1	-7	-4	-3	-6	-10	1	10	-0.2
CCOC(=O)c1c(-n2c(C)cc(C=O)c2C)sc2c1CCCC2	-3	-3	-15	10	2	9	-17	-4	-2	0.5
COC(=O)[C@]12C[C@H](CC(=O)N3CCC(c4ccccc4)CC3)C(=O)N(Cc3cccc4ccccc34)C1=C[C@H](C(C)C)O[C@@H]2C1CC1	-7	2	1	·	1	·	4	9	-7	0.7
O=C(N/N=C/c1ccccn1)c1ccc([N+](=O)[O-])cc1Cl	8	9	-2	-9	2	7	-6	0	6	0.6
Cn1c(=O)oc2cc(S(=O)(=O)NCCCN3CCCC3=O)ccc21	-2	4	-1	13	-1	13	1	3	-3	0.0
CCN1CCN(C(=O)c2ccccc2N(Cc2ccccc2)S(=O)(=O)c2ccc(OC)cc2)CC1	-1	3	0	3	2	-10	2	1	0	-0.1
O=C1NC(c2ccco2)Nc2sc3c(c21)CCN(Cc1ccccc1)C3 (stereo unspecified)	6	1	-117	8	-6	-6	-158	5	-16	2.4
O=[N+]([O-])c1ccc(/C=N/Nc2ncc(Br)cn2)cc1	3	-1	-5	-2	0	1	-8	0	-13	-0.1
OC(COc1ccc(Cl)cc1Cl)Cn1ccnc1 (stereo unspecified)	-11	5	1	-1	-3	0	0	3	1	-0.3
Cn1c(=O)c2[nH]c(N3CCOCC3)nc2n(-c2ccccc2)c1=O	-5	6	0	3	2	-4	-2	6	-4	0.3
COc1cc([N+](=O)[O-])ccc1NC(=O)Oc1ccc(NC(C)=O)cc1	11	-5	3	7	-5	6	-6	-10	1	-0.6
CN(c1ccc(C(=O)O)cc1)S(=O)(=O)c1ccccc1	6	-2	1	-3	-2	-10	3	-1	6	0.1
CCOC(=O)N1CCC(NC(=O)c2cnn3c2NC(c2ccco2)CC3C(F)(F)F)CC1 (stereo unspecified)	-10	4	-2	20	-2	-11	2	-5	-6	0.5
CCN1CCN(c2cc(C)c3cc(NC(=S)N4CCN(c5ccccc5F)CC4)ccc3n2)CC1	-4	10	-160	-4	-1	-8	-218	7	2	14*
CCOc1ccc(S(=O)(=O)Nc2ccc(Cl)cn2)c(C)c1C	-28	0	1	1	1	-14	-6	0	-1	0.2
